HCMV inh: human cytomegalovirus inhibition | HFF cells, HCMV-luciferase reporter, 72 h; hits give low values | activity change, negative = inhibition, % at 57.5 µM | 4.5% of 410,000 active; in the data active = activity change below about -60%; inconclusive = no clear call, values can overlap the other calls; inactive = above about -39%
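Luciferase read-out from HCMV-luciferase-infected HFFs (MOI 1 PFU/cell) 72 h post infection at 37C; compounds added after 16 h cell attachment; activity normalized between buffer-only basal and Salinomycin (10uM) inhibitor controls.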
AmpC inh detg: blocks E. coli AmpC beta-lactamase in detergent assay | P00811 | AmpC hydrolysis of nitrocefin, absorbance 480 nm, 0.01% Triton | Potency, µM (series often up to 114 µM), without a hit: at the highest dose activity change, negative = inhibition, actives largely listed as inhibitors | 0.041% of 370,000 active;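 also: potency is read from the fitted curve at half-maximal effect; 0% = no-compound wells and -100% = no-enzyme wells; nearly all actives have a fitted effect of over 25% in size; some results filed as inactive show a strong effect at the top dose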
Target sequence (P00811 whole entry, looked up): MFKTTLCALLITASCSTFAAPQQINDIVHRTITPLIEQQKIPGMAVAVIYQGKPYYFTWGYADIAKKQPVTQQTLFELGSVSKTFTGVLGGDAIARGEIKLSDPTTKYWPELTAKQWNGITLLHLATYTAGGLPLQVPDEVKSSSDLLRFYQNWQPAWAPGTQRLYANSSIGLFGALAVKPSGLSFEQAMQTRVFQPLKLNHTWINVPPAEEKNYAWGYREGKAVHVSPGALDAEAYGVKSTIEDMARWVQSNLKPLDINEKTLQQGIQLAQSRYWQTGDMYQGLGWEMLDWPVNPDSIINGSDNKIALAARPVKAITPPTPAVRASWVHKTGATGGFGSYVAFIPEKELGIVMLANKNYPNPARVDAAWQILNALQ
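20 mM phosphate pH 7.0 + 0.01% (detergent screen) or 0.0001% Triton X-100; 5.3 nM AmpC reagent; cpd preinc 15 min RT; nitrocefin (800 uM stock) to start; A480 q20 s × 4 min; Activity was normalised to no-enzyme and no-compound control wells.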
LmPK inhibitor: blocks Leishmania mexicana pyruvate kinase activity; Q27686; purified LmPK, Kinase-Glo ATP luminescence, 1 h; Potency, µM (doses to about 57.5 µM), without a hit: top-dose activity change, negative = inhibition, hits mostly inhibitors; 0.37% of 290,000 active; AID 1721; also: potency is read from the fitted curve at half-maximal effect
Target sequence (Q27686 whole entry, looked up): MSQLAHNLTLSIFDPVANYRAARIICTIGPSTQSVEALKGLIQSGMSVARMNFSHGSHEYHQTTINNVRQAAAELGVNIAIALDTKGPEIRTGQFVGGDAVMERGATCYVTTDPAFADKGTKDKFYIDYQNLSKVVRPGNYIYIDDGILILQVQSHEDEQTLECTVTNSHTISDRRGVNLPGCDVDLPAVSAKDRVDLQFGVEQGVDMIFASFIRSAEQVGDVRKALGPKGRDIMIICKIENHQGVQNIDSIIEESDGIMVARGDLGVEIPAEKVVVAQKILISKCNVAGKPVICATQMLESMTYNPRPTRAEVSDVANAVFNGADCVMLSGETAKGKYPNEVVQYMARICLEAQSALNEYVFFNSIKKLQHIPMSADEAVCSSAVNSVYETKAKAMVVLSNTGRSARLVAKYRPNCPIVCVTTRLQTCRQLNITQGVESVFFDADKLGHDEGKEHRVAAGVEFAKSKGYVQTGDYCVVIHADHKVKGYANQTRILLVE
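In 50 mM imidazole pH 7.2 with 7 mM MgCl2, LmPK (0.1 nM) turned over PEP (0.5 mM) and ADP (0.1 mM) for 1 h at room temperature. Luciferase read-out of ATP.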
AmpC inh no detg: blocks E. coli AmpC beta-lactamase in detergent-free assay | 0.52% of 330,000 active | Potency, µM (series often up to 57.1 µM), for the others: at the highest dose activity change, negative = inhibition, hits mostly inhibitors | AmpC nitrocefin hydrolysis, absorbance 480 nm, 0.0001% Triton | P00811;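 also: potency is read from the fitted curve at half-maximal effect; plate controls were no compound for no effect and no enzyme for full effect; nearly all actives have a fitted effect of over 20% in size; some results filed as inactive show a strong effect at the top dose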
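AmpC (5.3 nM in the dispensed reagent) in 20 mM phosphate pH 7.0 with 0.01% (detergent screen) or 0.0001% Triton X-100 was preincubated with compounds for 15 min at room temperature. Nitrocefin was then added from an 800 uM solution, and hydrolysis was followed at 480 nm.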
AMA1-RON2 inh: disrupts binding of P. falciparum AMA1 to RON2. AlphaScreen AMA1-biotinylated RON2 peptide binding. Potency, µM (highest dose often 58.2 µM), inactives show top-dose activity change, negative = inhibition, actives largely listed as inhibitors. 0.2% of 360,000 active. AID 720542;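 also: potency is read from the fitted curve at half-maximal effect; 0% = vehicle wells and -100% = peptide control; nearly all actives have a fitted effect of over 45% in size; some results filed as inactive show a strong effect at the top dose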
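AMA1 (3D7) with his tag at 25 nM final met compounds first, then biotinylated RON2 peptide at 25 nM; detection used donor plus acceptor beads, 10 µg/mL apiece, read by AlphaScreen after 30 min at room temperature.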
TbPYK inhibitor: inhibitors of Trypanosoma brucei pyruvate kinase; Q57TT1; TbPYK enzyme, Kinase-Glo Plus ATP luminescence, 45 min; Potency, µM (doses to about 76.8 µM), without a hit: top-dose activity, negative = inhibition, usual class: inhibitors; 0.12% of 410,000 active; also: potency is read from the fitted curve at half-maximal effect; nearly all actives have a fitted effect of over 50% in size
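Glycolytic pyruvate kinase of T. brucei was incubated with substrate, test compound and 130 uM ADP for 45 minutes at room temperature. Luminescent Kinase-Glo Plus signal was measured after 10 minutes.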
HCV inh: HCV inhibition; 3.4% of 340,000 active; Huh7.5.1 HCVcc-Cre infection, luciferase reporter, 44 h; Potency, µM (top dose mostly 41.8 µM), for inactives: at the highest dose activity change, negative = inhibition, usual class: inhibitors; AID 651820; also: potency is read from the fitted curve at half-maximal effect
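Antiviral activity was scored by luciferase reporter output from cells infected with HCVcc-Cre (~0.5 moi) in presence of compound, 44 h infection period, cells seeded 1,000/well 4 h prior.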
An asterisk follows results filed as active; [ ] = remark or other dose. Unless noted, calls follow the shape of the dose curve; as a rule, active = well fitted curve in the direction sought with a large enough effect; inconclusive = small, poorly fitted or top-dose-only effect, or another doubt; inactive = no such curve, though single readings can be large; an effect the other way counts as inactive or inconclusive. Unless noted, % is scaled to controls: 0 for no effect and ±100 for the full control effect. The order is random (roughly 7.5% active in at least one column).

What do the screens show for `CCc1ccc(/C=C2/SC(=S)N(CCC(=O)NCCCN3CCOCC3)C2=O)cc1`?
HCMV inh: inconclusive; AmpC inh detg: -13%; LmPK inhibitor: -2%; AmpC inh no detg: 246%[activator]; AMA1-RON2 inh: -10%; TbPYK inhibitor: -5%; HCV inh: -27%

What do the screens show for `O=c1c2ccccc2[nH]c(=S)n1-c1cccc(C(F)(F)F)c1`?
HCMV inh: -37; AMA1-RON2 inh: 122%[activator]; TbPYK inhibitor: -11%

What do the screens show for `CC1(C)Oc2ccc(/C=C/C(=O)N3CCOCC3)c(O)c2C(N2CCOCC2)C1O` (stereo not drawn)?
AmpC inh detg: inconclusive; LmPK inhibitor: 6%; AmpC inh no detg: -35%; HCV inh: -15%

What do the screens show for `O=c1cc2c(nn1Cc1ccc(Cl)cc1)-c1ccccc1CC2`?
HCMV inh: -16; AmpC inh detg: 9%; LmPK inhibitor: 7%; AmpC inh no detg: 18%; AMA1-RON2 inh: -4%; TbPYK inhibitor: 2%; HCV inh: -2%

Results for Cc1ccc(F)c(S(=O)(=O)NC(=O)C2(C)CCN2C(=O)Cc2ccccc2Cl)c1 (stereo not drawn) ?
HCMV inh: 4; AMA1-RON2 inh: 0%; TbPYK inhibitor: 2%

How did O=C(CCNS(=O)(=O)c1cccs1)NCc1ccccc1 do in these assays?
HCMV inh: 38; AmpC inh detg: 0%; LmPK inhibitor: 0%; AmpC inh no detg: -6%; AMA1-RON2 inh: 10%; TbPYK inhibitor: 2%; HCV inh: -7%

What do the screens show for `O=C(CN(C(=O)CNC(=O)c1cccs1)c1ccc(F)cc1)NC1CCCC1`?
HCMV inh: 3; AmpC inh detg: 0%; LmPK inhibitor: -3%; AmpC inh no detg: 12%; AMA1-RON2 inh: -8%; TbPYK inhibitor: 3%; HCV inh: 0%

Results for C/C=C\C(=O)Nc1cccc(C2=NOC3(C2)C[C@@H](C(N)=O)N(C(=O)c2ccccc2)C3)c1 (stereo partly drawn) ?
HCMV inh: -24; AmpC inh detg: -2%; LmPK inhibitor: 3%; AmpC inh no detg: 35%; AMA1-RON2 inh: -12%; TbPYK inhibitor: 7%; HCV inh: 6%

What do the screens show for `O=C(Nc1ccccc1)C1=C[C@H](c2ccc(C(F)(F)F)cc2)C[C@H](OCCCCO)O1`?
HCMV inh: -17; AMA1-RON2 inh: 18%; TbPYK inhibitor: -3%; HCV inh: 3%

What do the screens show for `O=C1NC[C@H](CCCCN2C[C@H](Cc3ccccc3)N(Cc3ccccc3)C(=O)C2=O)N(CCc2ccccc2)C1=O`?
HCMV inh: -18; AMA1-RON2 inh: 6%; TbPYK inhibitor: 2%

Results for CCOc1cccc(-c2nnc(SCC(=O)Nc3cccc(OC)c3)n2N)c1 ?
HCMV inh: 78; AmpC inh detg: inconclusive; LmPK inhibitor: 0%; AmpC inh no detg: -8%; AMA1-RON2 inh: -1%; TbPYK inhibitor: 1%; HCV inh: -5%

How did CCN(CC)S(=O)(=O)c1cccc(NC(=O)CC2CCCC2)c1 do in these assays?
HCMV inh: -1; AmpC inh detg: 1%; LmPK inhibitor: -2%; AmpC inh no detg: -16%; AMA1-RON2 inh: -3%; TbPYK inhibitor: 0%; HCV inh: -3%

How did C[C@H]1[C@H](NC(=O)C(=NOC(C)(C)C(=O)O)c2csc(N)n2)C(=O)N1S(=O)(=O)O do in these assays?
HCMV inh: 49; AmpC inh detg: 4µM*; AmpC inh no detg: 5µM*; AMA1-RON2 inh: 19%; TbPYK inhibitor: 0%; HCV inh: 10%

Results for O=Cc1c(NCc2ccc(F)cc2)c2ccccc2[nH]c1=O ?
HCMV inh: -2; AmpC inh detg: -4%; LmPK inhibitor: 0%; AmpC inh no detg: -9%; AMA1-RON2 inh: 7%; TbPYK inhibitor: 2%; HCV inh: 4%

Results for CC(=O)Nc1cccc(-c2csc(C(O)c3ccc(F)c(F)c3)n2)c1 (stereo not drawn) ?
HCMV inh: 11; AMA1-RON2 inh: 1%; TbPYK inhibitor: 3%

By substructure, the entries above containing two or more sulfur atoms.
What do the screens show for `CCc1ccc(/C=C2/SC(=S)N(CCC(=O)NCCCN3CCOCC3)C2=O)cc1`?
HCMV inh: inconclusive; AmpC inh detg: -13%; LmPK inhibitor: -2%; AmpC inh no detg: 246%[activator]; AMA1-RON2 inh: -10%; TbPYK inhibitor: -5%; HCV inh: -27%

How did O=C(CCNS(=O)(=O)c1cccs1)NCc1ccccc1 do in these assays?
HCMV inh: 38; AmpC inh detg: 0%; LmPK inhibitor: 0%; AmpC inh no detg: -6%; AMA1-RON2 inh: 10%; TbPYK inhibitor: 2%; HCV inh: -7%

How did C[C@H]1[C@H](NC(=O)C(=NOC(C)(C)C(=O)O)c2csc(N)n2)C(=O)N1S(=O)(=O)O do in these assays?
HCMV inh: 49; AmpC inh detg: 4µM*; AmpC inh no detg: 5µM*; AMA1-RON2 inh: 19%; TbPYK inhibitor: 0%; HCV inh: 10%

Further results
How did Cc1ccc(N2C(=O)CN(Cc3ccccc3)C2=S)cc1C do in these assays?
HCMV inh: -22; AmpC inh detg: 0%; LmPK inhibitor: 1%; AmpC inh no detg: -24%; AMA1-RON2 inh: -1%; TbPYK inhibitor: 0%; HCV inh: 19%

How did COc1cc(OC)c(NC(=O)CCc2c(C)nc3c4c(C)cc(C)nc4nn3c2C)cc1Cl do in these assays?
HCMV inh: 4; AmpC inh detg: 24%; TbPYK inhibitor: -5%

What do the screens show for `C=CC(COCc1ccccc1)N(C(=O)OC(C)(C)C)S(=O)(=O)c1ccccc1Br` (stereo not drawn)?
HCMV inh: -21; AmpC inh detg: 3%; LmPK inhibitor: 3%; AmpC inh no detg: -6%; AMA1-RON2 inh: 0%; TbPYK inhibitor: 2%; HCV inh: -25%

What do the screens show for `O=C(COC(=O)Cc1ccc(Br)cc1)NCc1ccc(F)cc1`?
HCMV inh: -22; AmpC inh detg: inconclusive; LmPK inhibitor: 4%; AmpC inh no detg: -12%[2.29 µM]; AMA1-RON2 inh: 6%; TbPYK inhibitor: 3%; HCV inh: 10%

What do the screens show for `Cc1ccc2c(c1)N(CCC(=O)NCc1cccs1)C(=O)C(C)O2` (stereo not drawn)?
HCMV inh: 38; AmpC inh detg: -10%; LmPK inhibitor: 5%; AmpC inh no detg: -4%; AMA1-RON2 inh: -5%; TbPYK inhibitor: -1%; HCV inh: 1%

How did Cc1[nH]c2ccc(F)cc2c1CCN(Cc1ccncc1)C(=S)Nc1cccc(F)c1 do in these assays?
HCMV inh: 0; AmpC inh detg: 3%; LmPK inhibitor: 8%[11.5 µM]; AmpC inh no detg: -1%; AMA1-RON2 inh: 30%; TbPYK inhibitor: -9%; HCV inh: -20%

Results for COc1ccc2nc(NC(=O)c3ccoc3C)sc2c1 ?
HCMV inh: 125; AmpC inh detg: inconclusive; LmPK inhibitor: 5µM*; AmpC inh no detg: -24%; AMA1-RON2 inh: -14%; TbPYK inhibitor: inconclusive; HCV inh: 14µM*

Results for Cc1ccccc1C(=O)NC(=S)NCCc1ccccc1 ?
HCMV inh: -24; AmpC inh detg: -9%; LmPK inhibitor: 2%; AmpC inh no detg: -21%; AMA1-RON2 inh: 34%[activator]; TbPYK inhibitor: -8%; HCV inh: 9%

How did CC(=O)Nc1ccc(S(=O)(=O)Nc2ccccc2C(=O)N2CCCCC2)cc1 do in these assays?
HCMV inh: 5; AmpC inh detg: 7%; LmPK inhibitor: -2%; AmpC inh no detg: -23%; AMA1-RON2 inh: 1%; TbPYK inhibitor: 2%; HCV inh: 1%

Results for COc1ccccc1N1CCN(S(=O)(=O)c2ccc3c(c2)CCCN3C(C)=O)CC1 ?
HCMV inh: -13; AmpC inh detg: -3%; TbPYK inhibitor: -8%

What do the screens show for `CCCCNc1nnc(Cc2ccc(Cl)cc2)c(=O)[nH]1`?
HCMV inh: -36; AmpC inh detg: -4%; LmPK inhibitor: -2%; AmpC inh no detg: -8%; AMA1-RON2 inh: 3%; TbPYK inhibitor: -10%; HCV inh: -6%

Results for CCN(CC)S(=O)(=O)c1ccc(C(=O)NC2=NCCS2)cc1 ?
HCMV inh: 2; AmpC inh detg: 0%; LmPK inhibitor: -1%; AmpC inh no detg: -6%; AMA1-RON2 inh: 23%; TbPYK inhibitor: 2%; HCV inh: -6%

Results for COCc1ccc(CN2CCC(n3nccc3NC(=O)c3ccc4c(c3)OCO4)CC2)o1 ?
HCMV inh: -31; AMA1-RON2 inh: 20%; TbPYK inhibitor: -8%

How did CN1CCC(=NNC(=O)C(=O)NC(C)(C)C)CC1 do in these assays?
HCMV inh: 40; AmpC inh detg: -1%; LmPK inhibitor: 0%; AmpC inh no detg: -14%; AMA1-RON2 inh: 55%[activator]; TbPYK inhibitor: 0%; HCV inh: -14%

How did O=C(Nc1ccccc1N1CCOCC1)C1(c2ccc(Cl)cc2)CCC1 do in these assays?
HCMV inh: -66*; AmpC inh detg: -1%; LmPK inhibitor: 0%; AmpC inh no detg: 0%; AMA1-RON2 inh: -3%; TbPYK inhibitor: 2%; HCV inh: -29%

How did Cc1ccccc1N1CCN(S(=O)(=O)N(C)C)CC1 do in these assays?
HCMV inh: -30; AmpC inh detg: -5%; LmPK inhibitor: -3%; AmpC inh no detg: -1%; AMA1-RON2 inh: -2%; TbPYK inhibitor: 0%; HCV inh: 15%

Results for CCOC(=O)CCCNC(=O)CN1C(=O)NC(c2ccccc2)(c2ccccc2)C1=O ?
HCMV inh: -25; AmpC inh detg: inconclusive; LmPK inhibitor: 5%; AmpC inh no detg: 28%; AMA1-RON2 inh: 4%; TbPYK inhibitor: 1%; HCV inh: -8%

What do the screens show for `CC(C)(C)OC(=O)N1CCN(C(=O)Cn2cc(CCO)nn2)CC1`?
HCMV inh: 64; AmpC inh detg: -6%; LmPK inhibitor: 1%; AmpC inh no detg: -12%; AMA1-RON2 inh: 1%; TbPYK inhibitor: 3%; HCV inh: 10%

Results for CC(=O)N1CCc2cc(S(=O)(=O)NC(C(=O)NCc3ccccc3)C(C)C)ccc21 (stereo not drawn) ?
HCMV inh: 20; AmpC inh detg: 0%; LmPK inhibitor: -2%; AmpC inh no detg: inconclusive; AMA1-RON2 inh: 8%; TbPYK inhibitor: 0%; HCV inh: 16%

Results for Cc1cc(C)c(OCC(=O)Nc2nnc(-c3ccco3)o2)c(C)c1 ?
HCMV inh: 3; AmpC inh detg: -16%; LmPK inhibitor: -6%; AmpC inh no detg: -18%; AMA1-RON2 inh: 28%; TbPYK inhibitor: 1%; HCV inh: 8%

Bioassay records deposited in PubChem BioAssay by National Center for Advancing Translational Sciences (NCATS).
